S100A4 MyoIIA = S100A4-myosin IIA interaction inhibition. S100A4/TAMRA-MyoIIA peptide fluorescence polarization. 360,000 compounds, 0.14% hits. AID 652163. P26447. inhibition, % at 10.7 µM;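 active means mean inhibition of at least 70% across replicates, with every replicate also reaching that level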
Target sequence (P26447 whole entry, looked up): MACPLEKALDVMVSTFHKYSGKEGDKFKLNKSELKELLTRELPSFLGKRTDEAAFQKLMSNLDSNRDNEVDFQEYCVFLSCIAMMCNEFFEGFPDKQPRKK
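Material: human S100A4 monomer with TAMRA-labelled myosin IIA peptide; buffer or medium: HEPES pH 7.2 with CaCl2, KCl, NaCl, DTT, Triton; compound dosing: one concentration per compound; schedule: 5 min incubation before reading; benchmarks: neutral control DMSO, positive control TFP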
Statin myotox sup = suppressors of simvastatin-induced myotoxicity in C2C12 myotubes; ATP luminescence, 48 h; scaled: DMSO 0, geranylgeraniol control 100; 330,000 compounds, 0.78% hits; AID 602340; rescue of ATP level, % at 7.49 µM;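 active means mean ATP rescue above about 67%, or every replicate alone reaching that limit, limit read from the data, passing the limit was not always enough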;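 further: myotubes were challenged with 10 µM simvastatin during compound exposure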
XiGFP reactiv = X-chromosome reactivation activator; activation, % at 7.58 µM; 360,000 compounds, 0.055% hits; AID 743238; XiGFP mouse fibroblasts, % GFP-positive cells imaging, 3 d; cells co-treated with 5-aza-dC sensitizer; scaled so ellipticine positive control = 100%;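 active means mean normalized replicate activation at least 10% and every replicate at or above 10%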;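 further: 0% = median of on-plate neutral control wells and 100% = ellipticine 6 µM median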
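System: XiGFP fibroblasts, SV40-immortalized. Medium: DMEM plus 5-aza-dC sensitizer. Doses: single point. Timing: 3 d treatment, 15 min room-temperature fixation. Control set: ellipticine 6 µM.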
LGR2 antag = blocks bursicon-induced cAMP signaling via Drosophila LGR2; HEK293 LGR2, CRE-luciferase, bursicon-stimulated, 4 h; 380,000 compounds, 0.35% hits; inhibition, % at 9.99 µM;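 active means drop in luminescence signal, shown as inhibition above about 50% in the replicate tests, limit read from the data, passing the limit was not always enough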;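 further: agonist challenge used bursicon conditioned medium at about half maximal strength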
ERAP1 HTS inh = ERAP1 (human) enzyme inhibition; 340,000 compounds, 0.15% hits; AID 652197; recombinant ERAP1, Leu-AMC fluorescence, 60 min; inhibition, % at 10.7 µM; Q9NZ08;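 active means mean replicate inhibition of at least 30%, or all replicates individually reaching that 30% level; inactive means mean below 30% and not every replicate reaching it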;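 further: 0% = neutral control wells and 100% = L-leucinethiol positive control wells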
Target sequence (Q9NZ08 whole entry, looked up): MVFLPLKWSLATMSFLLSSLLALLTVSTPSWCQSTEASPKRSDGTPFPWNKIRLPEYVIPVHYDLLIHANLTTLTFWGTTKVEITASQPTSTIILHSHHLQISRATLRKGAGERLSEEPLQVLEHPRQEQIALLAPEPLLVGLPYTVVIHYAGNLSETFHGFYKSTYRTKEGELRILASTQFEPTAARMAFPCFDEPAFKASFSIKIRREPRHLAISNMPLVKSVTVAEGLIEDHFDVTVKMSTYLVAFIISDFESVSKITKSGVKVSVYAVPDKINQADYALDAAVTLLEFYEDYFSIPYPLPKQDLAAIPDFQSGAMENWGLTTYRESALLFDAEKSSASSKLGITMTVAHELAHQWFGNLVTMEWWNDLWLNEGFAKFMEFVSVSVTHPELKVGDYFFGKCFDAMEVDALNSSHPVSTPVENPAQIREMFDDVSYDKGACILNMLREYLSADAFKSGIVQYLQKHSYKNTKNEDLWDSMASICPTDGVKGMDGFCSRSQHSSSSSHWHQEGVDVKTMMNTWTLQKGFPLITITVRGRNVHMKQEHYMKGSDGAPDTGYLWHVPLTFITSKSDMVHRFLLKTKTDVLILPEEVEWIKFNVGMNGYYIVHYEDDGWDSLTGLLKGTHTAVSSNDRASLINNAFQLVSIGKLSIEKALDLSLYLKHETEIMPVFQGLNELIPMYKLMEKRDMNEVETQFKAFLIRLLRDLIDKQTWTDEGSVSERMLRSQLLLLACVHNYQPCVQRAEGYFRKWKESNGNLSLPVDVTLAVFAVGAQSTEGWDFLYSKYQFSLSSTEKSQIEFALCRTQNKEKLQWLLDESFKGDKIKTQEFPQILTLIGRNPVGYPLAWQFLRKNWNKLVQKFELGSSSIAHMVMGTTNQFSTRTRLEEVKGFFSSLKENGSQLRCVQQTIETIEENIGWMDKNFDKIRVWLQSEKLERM
* marks the source's active call; other numbers are inactive results.

For COc1ccc(CC(=O)NNC(=O)COc2ccc3ccccc3c2)cc1 the results were S100A4 MyoIIA 4, XiGFP reactiv 0.0 and ERAP1 HTS inh 0.
For O=C(COC(=O)CCSc1ccccc1Cl)Nc1ccc(F)cc1F the results were S100A4 MyoIIA -1, XiGFP reactiv 0.0 and ERAP1 HTS inh -2.
For COC(=O)c1cc2c(c3c4cc(F)ccc4n(C(=O)c4ccccc4)c13)C(=O)N(C1CCCCC1)C2 the results were S100A4 MyoIIA -3, XiGFP reactiv 0.1 and ERAP1 HTS inh -1.
Screening O=C(OCC(=O)C12CC3CC(CC(C3)C1)C2)c1cccnc1Cl returned S100A4 MyoIIA 3, XiGFP reactiv 0.1 and ERAP1 HTS inh 7.
For COc1cccc(/C=C/C(=O)NCCc2ccc(OC)c(OC)c2)c1 the results were S100A4 MyoIIA 3, XiGFP reactiv 0.0 and ERAP1 HTS inh 2.
For Cc1c(C(=O)C(=O)NCCC2=CCCCC2)c2ccccc2n1C the results were S100A4 MyoIIA 5, XiGFP reactiv 0.2 and ERAP1 HTS inh 1.
`Cc1ccc(NC(=S)N(CCN2CCCCC2)Cc2ccco2)cc1` gave S100A4 MyoIIA -4, XiGFP reactiv 0.1 and ERAP1 HTS inh 5.
For O=C(Nc1cccc(Cl)c1)Nc1cc(S(=O)(=O)N2CCOCC2)ccc1N1CCCC1 the results were S100A4 MyoIIA -6, XiGFP reactiv 0.1 and ERAP1 HTS inh -4.
For O=c1ccn2c(n1)OC1CC2OC1COC(c1ccccc1)(c1ccccc1)c1ccccc1 (centres undefined) the results were S100A4 MyoIIA -32, XiGFP reactiv 0.0 and ERAP1 HTS inh 5.
Screening Cc1cccc(-c2ccc([N+](=O)[O-])cc2CN2CCN(c3ncc(Cc4ccccc4)cn3)CC2)c1 returned S100A4 MyoIIA -1, XiGFP reactiv 0.3 and ERAP1 HTS inh 0.
`Cc1[nH]c2ccccc2c1C(=O)c1c(N)[nH]c(C(=O)c2ccccc2)c1-c1ccc(Cl)cc1` gave S100A4 MyoIIA 0, XiGFP reactiv 0.1 and ERAP1 HTS inh 1.
Screening CC(C)(C)c1ccc(C#C[C@@H]2C=C[C@@H](O)[C@@H](CO)O2)cc1 returned S100A4 MyoIIA -6, XiGFP reactiv 0.2 and ERAP1 HTS inh 0.
`CCOC(=O)c1c(-c2ccc(C)cc2)csc1NC(=O)c1ccc(N2C(=O)CCC2=O)cc1` gave S100A4 MyoIIA -13, XiGFP reactiv -0.1 and ERAP1 HTS inh -4.
For CNC(=O)c1cc(NC(=O)CCn2nc(-c3ccccc3)c3ccccc3c2=O)ccc1OC the results were S100A4 MyoIIA 4, XiGFP reactiv 0.0 and ERAP1 HTS inh 0.
Cc1ccc(C(=O)CSc2nnc(C)s2)cc1 was read as S100A4 MyoIIA 1, XiGFP reactiv 0.1 and ERAP1 HTS inh 7.
Screening COC(=O)C[C@H]1CC[C@H](NC(=O)c2ccc(F)cc2)[C@@H](CO)O1 returned S100A4 MyoIIA 0, XiGFP reactiv -0.2 and ERAP1 HTS inh -3.
CCNC(=O)OC[C@H]1O[C@H](C#Cc2ccc(C(C)(C)C)cc2)C=C[C@H]1OC(C)=O was read as S100A4 MyoIIA -4, XiGFP reactiv 0.1 and ERAP1 HTS inh 0.
For O=C(Cc1c[nH]c2ccccc12)NNC(=O)c1ccccc1 the results were S100A4 MyoIIA 0, XiGFP reactiv -0.1 and ERAP1 HTS inh 6.
For Cc1ccc(S(=O)(=O)N2CCC[C@H]2C(=O)OCc2nc3ccccc3s2)cc1 the results were S100A4 MyoIIA 3, XiGFP reactiv 0.1 and ERAP1 HTS inh -1.
For C/C(=N/N=C/c1ccc(N(C)C)cc1)c1ccccc1 the results were S100A4 MyoIIA -7, XiGFP reactiv 0.1 and ERAP1 HTS inh -2.

Three entries picked at random from those above, as already listed:
Screening O=C(OCC(=O)C12CC3CC(CC(C3)C1)C2)c1cccnc1Cl returned S100A4 MyoIIA 3, XiGFP reactiv 0.1 and ERAP1 HTS inh 7.
For O=C(Cc1c[nH]c2ccccc12)NNC(=O)c1ccccc1 the results were S100A4 MyoIIA 0, XiGFP reactiv -0.1 and ERAP1 HTS inh 6.
`Cc1[nH]c2ccccc2c1C(=O)c1c(N)[nH]c(C(=O)c2ccccc2)c1-c1ccc(Cl)cc1` gave S100A4 MyoIIA 0, XiGFP reactiv 0.1 and ERAP1 HTS inh 1.

Next part.
`O=C(Nc1cccc(Cl)c1Cl)c1cc(S(=O)(=O)NCCc2ccccc2)ccc1F` gave S100A4 MyoIIA -1, XiGFP reactiv 0.1 and ERAP1 HTS inh -3.
Screening c1ccc(SC23CCCCN(CCC2)[C@]32CO2)cc1 (some centres undefined) returned S100A4 MyoIIA -5, XiGFP reactiv 0.0 and ERAP1 HTS inh 1.
CN(Cc1ccc(F)cc1)C(=O)CN1C(=O)c2ccccc2S1(=O)=O was read as S100A4 MyoIIA -1, XiGFP reactiv 0.3 and ERAP1 HTS inh 5.
Screening COc1ccc2nc3n(c(=O)c2c1)-c1ccc(Cl)cc1C(=O)NC3Cc1ccccc1 (centres undefined) returned S100A4 MyoIIA -1, XiGFP reactiv 0.1 and ERAP1 HTS inh -2.
`COC(=O)c1cc2c(c3c4cc(OC)ccc4n(C(=O)c4ccccc4)c13)C(=O)N(C1CCCCC1)C2` gave S100A4 MyoIIA 0, XiGFP reactiv 0.2 and ERAP1 HTS inh -3.
For O=C(CN=C1NC(=O)C(c2ccccc2)(c2ccccc2)N1)NCc1ccc(F)cc1 the results were S100A4 MyoIIA -1, XiGFP reactiv 0.1 and ERAP1 HTS inh 1.
O=C1CCCC(c2ccccc2)N1 (centres undefined) was read as S100A4 MyoIIA 4, XiGFP reactiv -0.1 and ERAP1 HTS inh 2.
Screening COc1cc(C(=O)Nc2cccc(-c3nc4cc(C)ccc4o3)c2)cc(OC)c1OC returned S100A4 MyoIIA 3, XiGFP reactiv 0.0 and ERAP1 HTS inh 6.
COc1ccc(-n2nnnc2SCC(=O)N(C)C2CCS(=O)(=O)C2)cc1 (centres undefined) was read as S100A4 MyoIIA -8, XiGFP reactiv 1.5 and ERAP1 HTS inh 4.
COCCn1c(SCC(=O)Nc2cc(C(C)(C)C)nn2-c2ccccc2)nc2ccccc2c1=O was read as S100A4 MyoIIA 3, XiGFP reactiv -0.1 and ERAP1 HTS inh 7.
`Nc1c(Br)cc2c([nH]c(=O)c3ccccc32)c1Br` gave S100A4 MyoIIA -4, XiGFP reactiv 0.2 and ERAP1 HTS inh 4.
Screening COc1ccc(-c2ccc3c(n2)CCCN3Cc2ccccc2C(F)(F)F)cc1 returned S100A4 MyoIIA -3, XiGFP reactiv 0.1 and ERAP1 HTS inh -2.
Screening CC(=O)N1CCN(C(=O)c2ccc3c(c2)OCO3)CC1 returned S100A4 MyoIIA -1, XiGFP reactiv -0.3 and ERAP1 HTS inh 0.
`C[C@H](NC(=O)C[C@@H]1CC[C@H]2[C@@H](COC[C@H](O)CN2Cc2ccc(C(F)(F)F)cc2)O1)c1ccccc1` gave S100A4 MyoIIA -9, XiGFP reactiv -0.1 and ERAP1 HTS inh -1.
`Cc1scc(-c2n[nH]c(=S)n2Cc2ccccc2)c1C` gave Statin myotox sup 9, XiGFP reactiv 0.3 and LGR2 antag 9.
Screening CCC(=O)N1[C@H](C(=O)N(C)C)[C@@H](CO)[C@@H]2Cn3c(ccc(-c4ccccc4)c3=O)[C@@H]21 returned Statin myotox sup 18, XiGFP reactiv 0.3 and LGR2 antag -14.
Screening CC(C)c1ccc(/C=C/C(=O)NCCCc2ccccc2)cc1 returned Statin myotox sup -13, XiGFP reactiv 1.3 and LGR2 antag -10.
`CCn1c2ccccc2c2cc(NC(=O)c3ccc(C)c([N+](=O)[O-])c3)ccc21` gave Statin myotox sup -19, XiGFP reactiv -0.1 and LGR2 antag -11.
For O=C(CNS(=O)(=O)c1ccccc1)NCC(=O)OCc1ccc(C(=O)c2ccccc2)cc1 the results were Statin myotox sup -1, XiGFP reactiv -0.1 and LGR2 antag 3.
C[C@@H]1CN([C@@H](C)CO)C(=O)Cc2cc(NC(=O)Cn3cnnn3)ccc2O[C@@H]1CN(C)C(=O)Nc1ccc(F)cc1 was read as Statin myotox sup -23, XiGFP reactiv 0.2 and LGR2 antag -8.
C[C@@H]1CN([C@H](C)CO)C(=O)c2cccc(NC(=O)c3ccncc3)c2O[C@@H]1CN(C)CC1CCCCC1 was read as Statin myotox sup -2, XiGFP reactiv -0.1 and LGR2 antag 11.
Cc1ccc(OCC(=O)Nc2ccc3c(c2)OC(F)(F)O3)c([N+](=O)[O-])n1 was read as Statin myotox sup -7, XiGFP reactiv 0.2 and LGR2 antag -43.
`S=C(N/N=C/c1ccc(Cl)cc1)N1CCOCC1` gave Statin myotox sup -6, XiGFP reactiv 0.2 and LGR2 antag -32.
For CCOC(=O)CCC(NC(=O)CCC(=O)NC(CCC(=O)OCC)C(=O)OCC)C(=O)OCC (centres undefined) the results were Statin myotox sup -7, XiGFP reactiv -0.1 and LGR2 antag -24.
Screening CO[C@@H]1CC[C@H]2CCOc3ccc(C#N)cc3C(=O)N(C)C[C@H](c3ccccc3)CC(=O)N(C)C[C@H]1O2 returned Statin myotox sup 13, XiGFP reactiv 0.1 and LGR2 antag -6.
For O=C(O)c1cc(NS(=O)(=O)c2ccc(N3CCCCC3)c([N+](=O)[O-])c2)cc(C(=O)O)c1 the results were Statin myotox sup -4, XiGFP reactiv 0.3 and LGR2 antag 4.
OC(COCc1ccc(Cl)cc1)CN1CCN(c2ccccn2)CC1 (centres undefined) was read as Statin myotox sup -2, XiGFP reactiv 0.0 and LGR2 antag 16.
`Cc1cc(C)cc(C(=O)NCC(=O)OCC(=O)N(C)C2CCS(=O)(=O)C2)c1` (centres undefined) gave Statin myotox sup -4, XiGFP reactiv 0.2 and LGR2 antag -23.
For CCOC(=O)c1c(C)[nH]c(C(=O)COC(=O)/C=C/c2ccc(O)c(OC)c2)c1C the results were Statin myotox sup 5, XiGFP reactiv -0.1 and LGR2 antag 5.
Screening CO[C@H]1CN(C)C(=O)c2cc(NC(=O)Nc3ccccc3)ccc2OC[C@@H](C)NC[C@H]1C returned Statin myotox sup -1, XiGFP reactiv 0.0 and LGR2 antag 4.
`C[C@H]1CN([C@@H](C)CO)C(=O)CCCn2cc(nn2)CO[C@H]1CN(C)C(=O)Nc1ccccc1` gave Statin myotox sup 8, XiGFP reactiv -0.3 and LGR2 antag 0.
Screening C[C@@H]1CN([C@H](C)CO)C(=O)CCCn2nncc2CO[C@@H]1CN(C)Cc1ccc2c(c1)OCCO2 returned Statin myotox sup 9, XiGFP reactiv 0.1 and LGR2 antag 14.
`CCN1CCc2c(OCC(=O)N3N=C(c4cccs4)CC3c3ccc(F)cc3)cccc2C1=O` (centres undefined) gave Statin myotox sup -3, XiGFP reactiv 0.1 and LGR2 antag 8.
For O=C(/C=C/c1cccs1)N1CCN(c2ccccc2F)CC1 the results were Statin myotox sup -5, XiGFP reactiv -0.1 and LGR2 antag -19.
For Cc1ccc(/C=C/C(=O)N2CCc3ccccc32)o1 the results were Statin myotox sup -3, XiGFP reactiv 0.2 and LGR2 antag -34.
`CC(=O)c1cccc(NC(=O)Cc2coc3cc4c(cc23)CCC4)c1` gave Statin myotox sup 5, XiGFP reactiv 0.1 and LGR2 antag -7.
CCNC(=S)Nc1cc(OCC)c(NC(=O)c2ccco2)cc1OCC was read as Statin myotox sup -11, XiGFP reactiv 0.0 and LGR2 antag 4.
For O=C(O)[C@H]1[C@H](CO)[C@H]2Cn3c(ccc(C4=CCCCC4)c3=O)[C@H]2N1C(=O)c1ccccc1F the results were Statin myotox sup 3, XiGFP reactiv 0.1 and LGR2 antag -6.
`CCc1ccc(N(C2C=CS(=O)(=O)C2)S(=O)(=O)c2ccccc2)cc1` (centres undefined) gave Statin myotox sup -7, XiGFP reactiv -0.1 and LGR2 antag 16.
Screening CC(C)n1nnc2c(=O)oc3ccccc3c21 returned Statin myotox sup 22, XiGFP reactiv 0.0 and LGR2 antag 30.
For CCC(Oc1ccccc1)C(=O)Nc1ccsc1C(=O)OC (centres undefined) the results were Statin myotox sup -5, XiGFP reactiv -0.1 and LGR2 antag -1.
For COc1ccc(C)cc1NC(=O)C(OC(=O)c1cccc(S(=O)(=O)N(C)c2ccccc2)c1)c1ccccc1 (centres undefined) the results were Statin myotox sup -9, XiGFP reactiv 0.8 and LGR2 antag -3.
Screening C[C@@H]1CN([C@H](C)CO)C(=O)c2cc(NC(=O)CCC(F)(F)F)ccc2O[C@@H](C)CCCCO[C@@H]1CN(C)Cc1ccncc1 returned Statin myotox sup 46, XiGFP reactiv 0.0 and LGR2 antag 2.

This is a subset; the hit share may differ from the screen's.
